# Screening data as filed in PubChem.
# Mcl1 Noxa PPI: Mcl-1/Noxa binding inhibitors, primary screen, biochemical, TR-FRET, 1536-well | Induced myeloid leukemia cell differentiation protein Mcl-1 (Homo sapiens), Q07820 | TR-FRET Mcl-1/Noxa peptide binding, 2 h | inhibition, % at 21.7 µM | 220,000 compounds, 1.5% hits;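 active = compounds that cut the protein-peptide binding signal by more than 50% relative to plate controls in a single-dose test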;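 note: His-tagged Mcl-1 with rhodamine Noxa BH3 peptide and terbium anti-His antibody; 0% = Mcl-1 plus Noxa peptide wells and 100% = peptide-only wells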
# RGS8-Gao: RGS8-Galphao binding modulators, primary screen, biochemical, multiplexed bead flow cytometry | 220,000 compounds, 0.34% hits | actives lie on both sides | Guanine nucleotide-binding protein G(o) subunit alpha (Homo sapiens), P09471 | response (percent of control binding), % at 10 µM | AID 1423, 2008; in the data active = response below about 60% or above about 140%; inactive = in between;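 note: Galphao activated as the GDP aluminium fluoride complex binding bead-coupled RGS8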
# Target sequence (P09471 whole entry, looked up): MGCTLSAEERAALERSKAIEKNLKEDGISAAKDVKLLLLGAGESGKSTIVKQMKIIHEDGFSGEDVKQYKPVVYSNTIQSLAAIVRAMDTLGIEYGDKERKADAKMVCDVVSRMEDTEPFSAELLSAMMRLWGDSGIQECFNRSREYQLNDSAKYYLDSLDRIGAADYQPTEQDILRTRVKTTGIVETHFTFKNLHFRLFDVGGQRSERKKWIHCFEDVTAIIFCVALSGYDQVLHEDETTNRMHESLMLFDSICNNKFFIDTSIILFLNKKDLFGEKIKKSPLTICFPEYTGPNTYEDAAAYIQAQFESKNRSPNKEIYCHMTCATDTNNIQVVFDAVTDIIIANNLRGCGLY
# RGS7-Gao reg: RGS7-Galphao binding modulators, primary screen, biochemical, multiplexed bead flow cytometry; Guanine nucleotide-binding protein G(o) subunit alpha (Homo sapiens), P09471; actives lie on both sides; binding response (% of control), % at 10 µM; 220,000 compounds, 0.35% hits; AID 1439, 2008; in the data active = binding response below about 49% or above about 150%; inconclusive = no clear call, values can overlap the other calls; inactive = in between;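 note: fluorescent Galphao held in activated GDP-AlF4 state binding bead-coupled RGS7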
# Bim-Bfl-1: inhibitors of Bim binding to Bfl-1, primary screen, biochemical, multiplexed, bead-based flow cytometry. Bcl-2-related protein A1 (Homo sapiens), Q16548. Bim-Bfl-1 binding inhibition. inhibition, % at 10 µM. 190,000 compounds, 0.12% hits. AID 1008, 2008;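 note: 0% = wells without compound plus tracer and 100% = blocker peptide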
# Bim-Bcl-2: inhibitors of Bim-Bcl-2 binding, primary screen, biochemical, multiplexed, human Bcl-2 family | inhibition, % at 10 µM | Bead-based flow cytometry, Bim peptide-Bcl-2 binding | AID 950, 2007 | 190,000 compounds, 0.06% hits; in the data active = inhibition above about 40%; inconclusive = no clear call, values can overlap the other calls;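 note: 0% = no compound wells with probe peptide and 100% = reference peptide inhibitor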
# Target sequence (P10415 whole entry, looked up): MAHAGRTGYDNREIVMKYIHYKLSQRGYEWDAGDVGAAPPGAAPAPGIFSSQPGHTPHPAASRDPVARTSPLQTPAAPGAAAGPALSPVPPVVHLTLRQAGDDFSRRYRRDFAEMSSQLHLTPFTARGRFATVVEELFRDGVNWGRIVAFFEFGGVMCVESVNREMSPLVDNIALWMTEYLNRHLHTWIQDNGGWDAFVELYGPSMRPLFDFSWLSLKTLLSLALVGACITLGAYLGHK
# Bcl-XL Bim block: inhibitors of Bim-Bcl-XL binding, primary screen, biochemical, multiplexed, bead flow cytometry, human Bcl-XL. Bcl-2-like protein 1 (Homo sapiens), Q07817. Bim peptide-Bcl-XL binding, fluorescence. inhibition, % at 10 µM. 190,000 compounds, 0.04% hits. AID 1007, 2008
# Mcl1 Bid PPI: Mcl-1/Bid binding inhibitors, primary screen, biochemical, TR-FRET, 1536-well; Induced myeloid leukemia cell differentiation protein Mcl-1 (Homo sapiens), Q07820; TR-FRET Mcl-1/Bid-Dy647 peptide binding; inhibition, % at 21.7 µM; 220,000 compounds, 0.97% hits; AID 1021, 2008;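 active = compounds that cut the binding signal by more than half at the single screening dose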;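 note: His-tagged Mcl-1 with europium anti-His antibody binding Bid BH3 peptide; 0% = Mcl-1 plus peptide wells and 100% = peptide-only wells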
# Bcl-W Bim block: inhibitors of Bim binding to Bcl-W, primary screen, biochemical, multiplexed, bead-based flow cytometry; Bcl-2-like protein 2 (Homo sapiens), Q92843; inhibition, % at 10 µM; AID 952, 2007; 190,000 compounds, 0.02% hits; Bim peptide-Bcl-W binding;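 note: 0% = bound tracer without compound and 100% = peptide blocker; higher means less fluorescent Bim peptide bound to Bcl-W beads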
# Target sequence (Q92843 whole entry, looked up): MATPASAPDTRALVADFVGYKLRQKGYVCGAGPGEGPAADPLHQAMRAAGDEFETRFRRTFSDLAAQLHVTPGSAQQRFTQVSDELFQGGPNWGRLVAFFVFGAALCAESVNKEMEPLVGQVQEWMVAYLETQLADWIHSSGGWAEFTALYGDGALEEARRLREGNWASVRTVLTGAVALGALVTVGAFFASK
# Bim-Mcl-1: inhibitors of Bim peptide binding to Mcl-1, primary screen, biochemical, bead-based flow cytometry, multiplex; Induced myeloid leukemia cell differentiation protein Mcl-1 (Homo sapiens), Q07820; Bim peptide-Mcl-1 binding; inhibition, % at 10 µM; 190,000 compounds, 0.1% hits; AID 1009, 2008;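 note: 0% = no compound tracer wells and 100% = peptide blocker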
# RGS4-Gao reg: modulators of RGS4 binding to Galphao, primary screen, biochemical, multiplexed bead flow cytometry; Guanine nucleotide-binding protein G(o) subunit alpha (Homo sapiens), P09471; actives lie on both sides; binding response (% of control), % at 10 µM; 220,000 compounds, 0.33% hits; in the data active = binding response below about 49% or above about 150%; inactive = in between;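 note: fluorescent Galphao activated with aluminum fluoride binding bead-coupled RGS4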
# Bim-Bcl-B: inhibitors of Bim-Bcl-B binding, primary screen, biochemical, multiplexed, human Bcl-2 family; Bcl-2-like protein 10 (Homo sapiens), Q9HD36; inhibition, % at 10 µM; bead-based flow cytometry, Bim peptide-Bcl-B binding; 190,000 compounds, 0.073% hits;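 note: 0% = tracer peptide without compound and 100% = reference inhibitor peptide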
# Target sequence (Q9HD36 whole entry, looked up): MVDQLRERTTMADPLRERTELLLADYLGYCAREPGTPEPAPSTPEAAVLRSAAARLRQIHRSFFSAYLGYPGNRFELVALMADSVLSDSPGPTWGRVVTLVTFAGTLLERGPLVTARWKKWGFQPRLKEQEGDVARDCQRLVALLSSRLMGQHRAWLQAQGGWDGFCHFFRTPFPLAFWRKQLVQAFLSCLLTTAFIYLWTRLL
# * marks the source's active call; other numbers are inactive results; ? = inconclusive; . = not tested or not shown; [ ] = another dose, or the depositor's remark. Cut-off read from the data, not from the text of the source, unless noted: active = inhibition above about 40%.
SMILES,Mcl1 Noxa PPI,RGS8-Gao,RGS7-Gao reg,Bim-Bfl-1,Bim-Bcl-2,Bcl-XL Bim block,Mcl1 Bid PPI,Bcl-W Bim block,Bim-Mcl-1,RGS4-Gao reg,Bim-Bcl-B
CCOC(=O)N1CCN(C(=O)Cn2ccc3c(OC)cccc3c2=O)CC1,9,96,101,-1,0,-1,8,0,0,100,0
COc1cc(OC)cc(C(=O)N[C@H](C(=O)Nc2ccc(NC(C)=O)cc2)C(C)C)c1,5,98,?,-3,-4,0,-42,-2,2,97,-5
NC(=O)c1c(Nc2nc3c(F)cccc3s2)sc2c1CCCC2,94*,95,99,15,-3,-11,43,-9,-11,98,-25
Cc1ccc(NC2=C([N+](=O)[O-])CS(=O)(=O)C2)cc1,10,99,100,-8,-3,-1,-37,10,0,94,-1
O=C(Cn1cc(C(F)(F)F)ccc1=O)N/N=C/c1ccc(Cl)cc1Cl,-18,101,101,-2,0,-7,-10,-5,-4,101,-8
CCOc1ccc(S(N)(=O)=O)cc1-c1nc2c(C(C)(C)C)nn(C)c2c(=O)[nH]1,-6,100,?,.,.,.,15,.,.,102,.
COCCCNC(=O)C1C2C=CC3(CN(Cc4ccc(C)cc4)C(=O)C13)O2 (configuration not stated),6,99,94,-1,0,0,-15,-1,0,91,0
COc1ccc(N2C(=O)CC(NC3CC3)C2=O)cc1 (configuration not stated),-12,97,98,-3,-1,0,-25,-1,0,94,-3
COc1ccccc1OCC(=O)Nc1ccc(O)cc1C(=O)O,15,99,98,1,3,1,-16,0,3,98,1
CC12C(=O)N(c3ccc(C(=O)N4CCOCC4)cc3)C(=O)C1C1c3ccccc3C2c2ccccc21 (configuration not stated),3,104,102,0,-3,-6,-5,-2,-4,102,-8
CCCCNC(=O)c1[nH]c(C)c(C(C)=O)c1C,5,106,103,-5,-1,-5,-12,-5,-4,106,-4
Cc1cc(C(=O)NN=C2C3CC4CC(C3)CC2C4)c2ccccc2n1,4,99,103,0,-1,-2,4,-1,-1,105,2
Cc1ccc(Cl)cc1N1CCN(C(=S)NCc2ccco2)CC1,2,100,100,-2,-2,0,-23,0,-1,100,-7
O=C(OCc1cc2ccccc2[nH]c1=O)c1ccccc1,-10,102,99,-8,-1,-2,-6,6,2,99,0
S=C(NCc1ccccc1)NCC1COc2ccccc2O1 (configuration not stated),-1,102,101,-18,-12,-13,-16,-3,-5,103,-12
COc1ccc(NC(=S)Nc2cccc([N+](=O)[O-])c2)cc1,31,100,99,0,-1,-2,-108,0,0,98,1
Cc1cnc(-c2nnc(N(C)C(=O)C3CCOC3)s2)cn1 (configuration not stated),4,101,106,-5,0,-1,-12,2,0,100,-6
COc1ccc(CC(=O)NC(C)CCc2ccccc2)cc1 (configuration not stated),-18,103,102,-3,-1,-1,-18,1,0,100,-1
CS(=O)(=O)N(CCc1ccccc1)CC(=O)N1CCN(c2ccccc2)CC1,9,104,98,-1,-2,0,-18,0,-2,100,-1
O=C(Oc1ccc2c(c1)CCC2)N1CCOCC1,-22,101,102,-7,-13,0,-6,-1,0,101,-7
COc1ccc(CNC(=O)c2nnn(Cc3ccc(OC)cc3)c2N)cc1,-12,102,101,-12,-10,-9,-11,-9,-5,104,-13
O=C(CSc1ncccc1-c1nc2ccccc2[nH]1)N1CCCCC1,15,109,102,2,-3,0,1,0,0,102,-3
COc1cc2c(C(=O)N3CCN(C)CC3)c(CSc3ccccc3)n(C)c2cc1Br,5,100,102,-3,-2,0,-7,0,2,105,-1
NS(=O)(=O)c1ccc(CCNC(=O)C2CCC(Cn3c(=S)[nH]c4ccccc4c3=O)CC2)cc1 (configuration not stated),-14,13*,17*,-2,-6,-4,-36,-1,-1,22*,-29
O=C(CC1C(=O)NCCN1Cc1ccoc1)NCc1cccc(OC(F)(F)F)c1 (configuration not stated),-2,103,?,.,.,.,-26,.,.,104,.
COc1cccc(/C=N/Nc2ccc(S(=O)(=O)O)cc2)c1O,17,97,90,3,0,0,-25,0,-1,102,0
Cc1sc2ncn(CC(=O)NCCCOC(C)C)c(=O)c2c1S(=O)(=O)N1CCN(c2ncccn2)CC1,10,104,97,0,-1,1,-20,-2,-1,104,-4
Cc1ccc(NC(=S)NC(C)CCc2ccccc2)cc1C (configuration not stated),25,103,103,-4,-3,-6,4,-5,-4,104,-9
O=C(NCCCCNC(=O)c1ccc(Cl)s1)c1ccc(Cl)s1,-40,105,105,1,4,-1,-34,1,1,104,0
COC(=O)Cn1c(=NC(=O)c2ccc(OC)cc2)sc2cc(OC)ccc21,-69,100,100,-8,-12,-11,7,-8,-7,100,-12
Cc1ccc(C2(C(F)(F)F)N=C3Sc4cc(C)cc(C)c4N3C(=O)N2)cc1 (configuration not stated),-9,101,102,-1,-1,0,28,2,-1,103,0
COCCOC(=O)C1=C(C)NC(=O)NC1c1ccc(-c2cc(Cl)ccc2Cl)o1 (configuration not stated),5,107,106,-5,-3,-1,-19,-1,1,103,1
CC(C)NC(=S)N=Nc1c(O)[nH]c2ccc(C(C)C)cc12,24,101,106,11,7,10,-80,7,7,106,7
Cc1ccc(S(=O)(=O)N(C)c2ccc3sc(C)nc3c2)cc1,-6,100,101,-7,-3,-4,-23,-1,-5,100,-4
CC(NC(=O)/C=C/c1ccco1)c1nc2ccccc2n1Cc1ccccc1F (configuration not stated),2,97,96,0,-7,-6,-24,1,0,97,-11
S=C(NCC1CCCO1)N1CCN(Cc2ccccc2Cl)CC1 (configuration not stated),20,103,98,-9,0,-1,-37,2,2,98,-2
Cc1ccc(COc2ccc(/C=N/NC(=O)c3ccc(CN4CCOCC4)cc3)cc2)cc1,15,98,93,-15,-8,-8,-6,-5,-4,98,-6
Nc1nc(SCc2ccc3c(c2)OCCO3)n[nH]1,-34,84,96,-2,-10,-1,-11,-2,-4,98,-7
CCn1c2c(c3ccc(OC)cc31)CCCC2=O,1,94,99,1,-2,-4,-4,2,2,94,0
CCOC(=O)/C=C/C(=O)OCC(=O)Nc1ccc(Cl)cn1,-20,103,102,-8,-6,3,-7,1,-2,107,-3
N#Cc1c(CSCC(=O)O)cc(=O)n2c1[nH]c1ccccc12,33,100,?,.,.,.,-54,.,.,108,.
COc1ccc(N2C(=O)CCC(C(=O)Nc3ccccn3)C2c2ccc(OC)c(OC)c2)cc1 (configuration not stated),-8,102,100,0,-1,-1,19,-1,2,100,3
O=C(NCc1ccco1)c1ccc(COc2ccc(Cl)cc2)cc1,15,75,85,22,17,19,6,13,14,89,13
COc1ccc2[nH]c(=O)c(CN(C(=O)c3ccco3)C3CCCCC3)cc2c1,10,99,98,-1,-3,-5,5,0,0,99,-6
C=CCN1C(=O)/C(=C2/Sc3ccc(OC)cc3N2C)SC1=Nc1cccc(O)c1,58*,109,102,-3,-4,-6,54*,-2,-1,106,-5
Cc1cc(C)n2nc(-c3ccsc3-n3c(C)ccc3C)cc2n1,44,97,97,-6,-5,-8,8,1,-1,97,-8
C/C=C/C=C\C(=O)Nc1cccc(C2=NOC3(C2)C[C@H](C(N)=O)N(C(=O)/C=C/C)C3)c1 (some centres not stated),23,88,?,.,.,.,-21,.,.,98,.
Cc1ccc(-n2nnnc2SCc2ccccn2)cc1C,25,103,108,-7,-8,0,12,3,1,104,-3
Cc1nc(N2CCC(C)CC2)c2c(C)c(C(=O)Nc3cc(F)ccc3C)sc2n1,-3,103,100,0,3,-5,-6,-3,-1,96,-4
OCCOCCNc1ncnc2c1cnn2-c1ccccc1,8,102,103,-4,-2,-1,4,-1,0,104,0
# Carrying on:
SMILES,Mcl1 Noxa PPI,RGS8-Gao,RGS7-Gao reg,Bim-Bfl-1,Bim-Bcl-2,Bcl-XL Bim block,Mcl1 Bid PPI,Bcl-W Bim block,Bim-Mcl-1,RGS4-Gao reg,Bim-Bcl-B
Cc1ccc(Nc2ccc(S(=O)(=O)N3CCOCC3)cc2[N+](=O)[O-])cc1C,4,101,100,-2,-6,-1,-2,-12,-20,101,1
O=C(c1cccs1)N1CCN(CCCc2ccccc2)CC1,13,101,100,-15,-4,-4,29,0,-8,101,-4
COc1ccc(C2N3CC4(C)CN2CC(C)(C3)C4O)cc1OC (configuration not stated),-3,97,100,-1,-8,-3,1,-1,1,102,-2
Cc1cccc(C)c1Nc1c(-c2ccccc2O)nc2ncccn12,5,106,?,.,.,.,-17,.,.,109,.
O=C(c1ccc(C(F)(F)F)cc1)n1ccc(-c2cccs2)n1,0,98,?,.,.,.,-8,.,.,103,.
Cc1nc(C)c(C(=O)NCCC(c2ccccc2)c2ccccc2)o1,14,104,107,-6,-7,-4,-22,-6,-6,106,-17
COC(=O)c1cnc(N2CCOCC2)nc1C(F)(F)F,-4,99,?,.,.,.,0,.,.,99,.
Nc1c(-c2ccccc2)c(CSc2nc3ccccc3[nH]2)nn1-c1ccc(C(=O)O)cc1,0,100,99,-3,-4,-6,-59,-6,0,101,-7
CCCc1cc(=O)[nH]c(SCC(=O)Nc2nc(-c3ccccc3)cs2)n1,-9,103,105,-5,-3,0,-6,0,0,107,0
C=COCCn1c(-c2nonc2N)nc2ccccc21,5,95,99,-3,0,2,-61,-3,0,94,-2
CCOC(=O)c1c(CN2CCOCC2)oc2ccc(OC)cc12,26,99,99,0,-1,-1,19,0,-3,101,0
CCCNC(=O)c1c[nH]c2ccc(S(=O)(=O)N(C)c3ccc(OCC)cc3)cc2c1=O,15,100,104,-4,-3,0,4,4,3,97,-2
CCOc1ccc2nc(Cl)c(C3CC(c4ccccc4)=NN3C(=O)c3ccco3)cc2c1 (configuration not stated),6,102,101,-17,-11,-5,33,-2,-2,95,-5
CCOC(=O)c1c(C)[nH]c(C(=O)COC(=O)C2CC(=O)N(Cc3ccccc3)C2)c1C (configuration not stated),17,163*[activator],218*[activator],3,3,-11,-30,0,9,166*[activator],0
